From PubChem
KCNK9 block: human KCNK9 channel inhibition | Q9NPC2 | HEK293 KCNK9, FluxOR thallium flux fluorescence; active compounds read low | B-score at 10 µM | 310,000 compounds, 1.2% hits | AID 488922;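 active means ratio B-score over 3 SD below the library mean, with starting fluorescence within 5 SD of its mean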;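 further: negative B-score means less thallium flux so channel inhibition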
TRPC4 potent: TRPC4 (mouse) allosteric potentiation | HEK293 TRPC4beta/mu-opioid, DAMGO EC20, Fluo-4 Ca2+ flux; active compounds read high | B-score at 10 µM | 310,000 compounds, 0.42% hits | AID 2227;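 active means B-score of calcium response area above 5 SD of library B-scores, with initial fluorescence ratio within 5 SD of library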;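 further: B-score of integrated fluorescence ratio over time as area under calcium response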
KCNQ1 inh: human KCNQ1 channel inhibition; CHO-K1 KCNQ1, FluxOR thallium flux fluorescence; active compounds read high; B-score at 10 µM; 310,000 compounds, 1.3% hits; P51787; AID 2642;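 active means compounds whose thallium flux B-score, printed positive for inhibition, exceeds three library SD while starting fluorescence stays within three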;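 further: channel opened by potassium depolarization with thallium stimulus after 20 min compound exposure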
Target sequence (P51787 whole entry, looked up): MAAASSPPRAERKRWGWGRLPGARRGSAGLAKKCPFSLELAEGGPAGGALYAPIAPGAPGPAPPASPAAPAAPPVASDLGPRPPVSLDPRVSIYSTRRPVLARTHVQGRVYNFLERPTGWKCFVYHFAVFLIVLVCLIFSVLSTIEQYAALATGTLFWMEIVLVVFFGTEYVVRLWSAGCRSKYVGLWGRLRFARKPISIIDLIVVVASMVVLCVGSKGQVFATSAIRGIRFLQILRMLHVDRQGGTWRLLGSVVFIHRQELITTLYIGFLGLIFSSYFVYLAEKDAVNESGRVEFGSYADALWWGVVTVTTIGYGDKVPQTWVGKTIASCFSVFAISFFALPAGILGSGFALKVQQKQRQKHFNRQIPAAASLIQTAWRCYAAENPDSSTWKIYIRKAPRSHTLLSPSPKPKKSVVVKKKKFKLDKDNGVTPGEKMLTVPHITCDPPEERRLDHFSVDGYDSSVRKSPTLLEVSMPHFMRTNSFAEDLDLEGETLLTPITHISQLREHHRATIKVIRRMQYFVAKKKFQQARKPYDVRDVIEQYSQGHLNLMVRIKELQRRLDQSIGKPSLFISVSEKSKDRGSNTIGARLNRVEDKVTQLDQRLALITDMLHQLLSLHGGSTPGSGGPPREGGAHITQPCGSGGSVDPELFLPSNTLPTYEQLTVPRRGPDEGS
Platelet DG rel: platelet dense granule release activity. human platelet-rich plasma, SFLLRN dense granule ATP release, luminescence. inhibition, %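 (compounds screened at 7.5 µM in platelet-rich plasma)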. 300,000 compounds, 0.22% hits;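 active means mean replicate score, as percent of positive control, at or above 50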
TRPC4 agonist: opens the mouse TRPC4 cation channel; HEK293 TRPC4beta/mu-opioid, Fluo4 calcium fluorescence; active compounds read high; B-score at 10 µM; 310,000 compounds, 0.49% hits; AID 2237;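 active means B-score above 5 SD of library B-scores, and initial fluorescence ratio not above library mean plus 5 SD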;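 further: positive B-score marks a calcium rise read as TRPC4 activation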
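Material: TRPC4beta and mu-opioid receptor HEK293 stable cells | Incubation: 45 min room-temperature Fluo4 loading, 110 s read | Detection: Kinetic Fluo4 calcium fluorescence | Measure: Integrated baseline-normalised fluorescence ratio, converted to per-well B score | Benchmarks: Low control buffer alone, high control maximal DAMGO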
KCNQ1 act: potentiates or activates the human KCNQ1 potassium channel; P51787; CHO-K1 KCNQ1, thallium flux FluxOR fluorescence; active compounds read high; AID 2648; B-score at 10 µM; 310,000 compounds, 0.35% hits;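 active means fluorescence ratio B-score, a plate-corrected score, at least three library SD, with initial intensity B-score within 5 SD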
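Medium – assay buffer, equal DMSO in all wells · Material – CHO-K1 cell line with stable KCNQ1 potassium channel expression · Signal – kinetic FluxOR thallium fluorescence, 10-s 1-Hz baseline, 110-s post-stimulus read · Compound – single concentration per compound, DMSO matched to controls · Schedule – 37 °C overnight plating, 90-min dark dye load, 20-min compound pretreatment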
hERG rescue: hERG (human) protection from proarrhythmic block; CHO-hERG, FluxOR thallium flux, dofetilide IC70 present; activation (rescue from dofetilide block), less the hit threshold, % at 10 µM; Q12809; 310,000 compounds, 0.51% hits;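 active means activation above the mean of controls blocked by dofetilide plus 5 SD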;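 further: thallium influx through hERG after potassium depolarization seen as dye fluorescence rise; in these data hits start at about 4.7%; inactives centre near -7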
PolyA inhibitor: blocks polyadenylation in yeast reporter cells; S. cerevisiae SKY197-pL101 polyadenylation reporter, beta-gal luminescence; efflux-impaired pdr1/pdr3 knockout yeast; score 100 = 6 SD above DMSO; calls only at 12 µM; 300,000 compounds, 0.02% hits; AID 1875;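 active means lowest replicate activity score at least 50, where 100 means six control SD above control mean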;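 further: yeast exposed to compound for 9 h at 30 °C; higher score means more reporter readthrough which indicates perturbed polyadenylation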
TRPC4 block: TRPC4 (mouse) channel inhibition; Q9QUQ5; HEK293 TRPC4beta/mu-opioid, DAMGO-evoked Fluo4 calcium flux; active compounds read low; B-score at 10 µM; 300,000 compounds, 0.39% hits; AID 2247;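 active means B-score over 3 SD under the library average, no early fluorescence shift, positive overall ratio signal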
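Signal: kinetic Fluo4 fluorescence imaging of calcium influx. Material: stable TRPC4beta/mu-opioid receptor HEK293 cells. Probe or stimulus: DAMGO in two steps, submaximal then maximal.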
DYRK1A inh: inhibitors of rat Dyrk1A kinase; ADP-Glo luminescence, NFATc1 peptide; AID 504441; 310,000 compounds, 0.43% hits; inhibition, % at 12.5 µM; in the data active means inhibition above about 50%;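 further: plate controls were vehicle with enzyme for no effect and no enzyme for full effect; many of its hits are not listed in these tables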
KCNK3 inh: human KCNK3 channel inhibition, primary screen; 340,000 compounds, 0.84% hits; CHO-KCNK3 thallium flux, FluxOR fluorescence; active compounds read low; B-score at 10 µM;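 active means B-score under library mean minus 4 SD, starting fluorescence ratio at most library mean plus 5 SD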;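 further: more negative B-score means stronger inhibition of thallium flux through KCNK3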
Target sequence (O14649 whole entry, looked up): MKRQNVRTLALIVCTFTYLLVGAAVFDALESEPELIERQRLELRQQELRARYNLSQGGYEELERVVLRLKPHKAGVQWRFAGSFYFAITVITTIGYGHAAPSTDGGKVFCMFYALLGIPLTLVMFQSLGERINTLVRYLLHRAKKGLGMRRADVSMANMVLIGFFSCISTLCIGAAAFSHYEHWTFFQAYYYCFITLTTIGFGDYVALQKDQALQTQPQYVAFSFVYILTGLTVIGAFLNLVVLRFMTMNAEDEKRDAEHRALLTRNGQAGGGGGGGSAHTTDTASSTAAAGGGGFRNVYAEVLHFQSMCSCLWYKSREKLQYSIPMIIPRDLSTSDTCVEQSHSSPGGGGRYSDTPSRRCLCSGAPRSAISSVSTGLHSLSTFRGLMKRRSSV
Starred values were filed as active, the others as inactive; i = inactive; x = no result given. Some of the compounds tested (hit frequency here may not be typical).

SMILES | KCNK9 block | TRPC4 potent | KCNQ1 inh | Platelet DG rel | TRPC4 agonist | KCNQ1 act | hERG rescue | PolyA inhibitor | TRPC4 block | DYRK1A inh | KCNK3 inh
O=C(NC1CC(=O)N(c2ccc(Cl)cc2)C1)N1CCN(C(=O)c2ccco2)CC1 (centres undefined) | i | i | i | 9.1 | i | i | -6.2 | i | i | -5.2 | i
COc1ccccc1NC(=O)Cn1ccn(-c2cccc3ccccc23)c(=O)c1=O | i | i | i | -18.8 | i | i | -3.4 | i | i | -1.6 | i
COc1cc(/C=N/N2C(=O)C3C4c5ccccc5C(c5ccccc54)C3C2=O)ccc1O (centres undefined) | i | i | i | 2.8 | i | i | -10.5 | i | i | -2.3 | i
COc1cc(OC)cc(C(=O)Nc2ncc3c(n2)CC(C)(C)CC3=O)c1 | i | i | i | 3.0 | i | i | -8.3 | i | i | -1.7 | i
Cc1ccc(S(=O)(=O)NC2(C(F)(F)F)NC(=O)N(c3ccccc3F)C2=O)cc1 (centres undefined) | i | i | i | 12.8 | i | i | -6.2 | i | i | -9.3 | i
O=C(O)c1csc(-c2ccccc2)n1 | i | i | i | 4.0 | i | i | -14.8 | i | i | 4.0 | i
C#CCSc1nc(Cc2ccc(Cl)cc2)nc2ccccc12 | i | i | i | 1.2 | i | i | -10.1 | i | i | 0.4 | i
CCc1cc2c(CN3CCN(C)CC3)cc(=O)oc2cc1O | i | i | i | -0.6 | 51* | i | -11.4 | i | i | 17.5 | i
CCN1C(=O)c2cccc3c(S(=O)(=O)NCCc4c[nH]c5ccccc45)ccc1c23 | i | i | i | 0.0 | i | i | -11.3 | i | i | 5.8 | i
Cc1ccc(-c2cc(C(=O)N3CCOCC3)no2)cc1 | i | i | i | -10.7 | i | i | -9.8 | i | i | -1.4 | i
Cc1cc(C)c(NC(=O)c2ccccc2N(C)S(C)(=O)=O)c(C)c1 | i | i | i | -7.9 | i | i | -2.9 | i | x | 3.4 | i
CCC(C)c1ccc(N(C(=O)c2ccco2)C(C(=O)NC2CCCC2)c2cccnc2)cc1 (centres undefined) | i | i | i | 9.8 | i | i | -15.5 | i | i | -1.3 | i
COc1ccc(C(=O)NNC(=O)CSc2nnnn2-c2cc(OC)cc(OC)c2)cc1 | i | i | i | -10.9 | i | i | -13.5 | i | i | 6.6 | i
COc1cc(S(=O)(=O)Nc2ccc(C)cc2)ccc1N=Cc1c(C)[nH]n(-c2ccc(C)cc2)c1=O | i | i | i | 2.8 | i | i | -13.5 | i | i | 0.1 | i
C/C(N)=C(/C#N)C(=O)COC(=O)c1ccc(OCC2CCCO2)cc1 (centres undefined) | i | i | i | -1.4 | i | i | -4.9 | i | i | -2.6 | i
CCCn1cc(S(=O)(=O)c2ccc(C)cc2)c(=O)c2cc(OC)ccc21 | i | i | i | -8.5 | i | i | -6.5 | i | i | -2.4 | i
Cc1cccc(C(=O)Nc2ccccc2C(=O)OCc2c(C)noc2C)c1 | i | i | i | 4.2 | i | i | -6.4 | i | i | 6.3 | i
Cc1nnsc1-c1c(C(=O)O)c(C)nn1-c1ccc(OC(F)(F)F)cc1 | i | i | i | -4.4 | i | i | -8.8 | i | i | 0.2 | i
CC(=O)N1CCN(Cc2nc3cc(NC(=O)c4ccccc4C)ccc3n2C)CC1 | i | i | i | -2.0 | i | i | -8.8 | i | i | -0.8 | i
CC(NS(=O)(=O)c1ccc(Br)cc1)C(=O)NCC1CCCO1 (centres undefined) | i | i | i | -4.8 | i | i | -3.4 | i | i | -15.5 | i
Cc1cccc(C(=O)Nc2nnc(Cc3ccccc3)s2)c1 | i | i | i | 6.3 | i | i | -3.7 | i | i | 9.9 | i
CCOC(=O)C1CCCN(c2c(Nc3ccc(C)c(C)c3)c(=O)c2=O)C1 (centres undefined) | i | i | i | 1.5 | i | i | -7.9 | i | i | 2.2 | i
O=c1[nH]cn[nH]1 | i | i | i | -0.2 | i | i | -4.2 | i | i | 0.2 | i
COc1cc(O)c(C(CC(=O)N2CCCC(C)C2)c2ccc3c(c2)OCO3)c(OC)c1 (centres undefined) | i | i | i | 1.1 | i | i | -13.9 | x | i | 4.1 | i
CCOC(=O)c1c(NC(=O)CC2Sc3ccc(C(F)(F)F)cc3NC2=O)sc(C)c1C (centres undefined) | i | i | i | -17.3 | i | i | -2.6 | i | i | -6.0 | i
Other structures
SMILES | KCNK9 block | TRPC4 potent | KCNQ1 inh | Platelet DG rel | TRPC4 agonist | KCNQ1 act | hERG rescue | PolyA inhibitor | TRPC4 block | DYRK1A inh | KCNK3 inh
FCCCOc1ccc(/C=N/OCc2ccc(Cl)cc2Cl)cc1 | i | i | i | 9.0 | i | i | -3.2 | i | i | 1.5 | i
N[C@@H](Cc1ccccc1)c1nnc(SCc2ccccc2F)o1 | i | i | i | -3.1 | i | i | -10.2 | i | i | -3.1 | i
Nn1c(SCC(=O)N2CCc3ccccc3C2)nnc1-c1cccs1 | i | i | i | -59.6 | i | i | -7.8 | i | i | 1.7 | i
CC(=O)Nc1ccc(S(=O)(=O)N2CCCCC2C(=O)O)cc1 (centres undefined) | i | i | i | 4.3 | i | i | -13.7 | i | i | 14.9 | i
CCOC(=O)CN1C(=O)S/C(=C/c2cc(C)n(C)c2C)C1=O | i | i | i | -3.6 | i | i | -4.7 | i | i | -1.6 | i
COc1cc(/C=C(\C#N)C(=O)Nc2ccccc2)ccc1OCCN1CCOCC1 | i | i | i | -4.2 | i | i | -9.6 | i | i | 3.7 | i
CCOC(=O)CSc1nc(-c2ccc3c(c2)OCO3)ccc1C#N | i | i | i | -1.1 | i | i | -7.8 | i | i | 13.8 | i
COc1ccc(CNCCSc2nnnn2C)cc1OC | i | i | i | -3.6 | i | i | -6.3 | i | i | -1.5 | i
COc1ccccc1CC(=O)NCC1CCCO1 (centres undefined) | i | i | i | -0.2 | i | i | -4.8 | i | i | 7.1 | i
Cc1ccc(S(=O)(=O)N2CCN=C2SCc2ccc(Cl)c(Cl)c2)cc1 | i | i | i | 3.3 | i | i | -1.7 | i | i | -6.4 | i
Cc1cc(N2CCN(C)CC2)nc2ccc(NC(=O)c3ccccc3F)cc12 | i | i | i | -0.3 | i | i | -4.6 | i | i | 3.0 | i
Cc1ccnc(NS(=O)(=O)c2ccc(NC(=O)C3CC3)cc2)n1 | i | i | i | 8.8 | i | i | -4.6 | i | i | x | i
CCC(=O)N1c2ccccc2NC2=C(C(=O)CC(C)(C)C2)C1c1ccc(O)c(OC)c1 (centres undefined) | i | i | i | 0.4 | i | i | -8.8 | i | i | 4.5 | i
CCOc1ccc(NC(=O)CN2CCC(n3cnc4cc(F)ccc43)CC2)cc1 | i | i | i | -0.5 | i | i | -3.2 | i | i | 5.2 | i
CCCCC(=O)N/C(N)=N/c1nc2ccccc2o1 | i | i | i | 6.3 | i | i | -3.5 | i | i | -1.6 | i
Cn1c(CNC(=O)CCNC(=O)c2ccc(F)c(F)c2)cc(=O)n(C)c1=O | i | i | i | -5.9 | i | i | -6.5 | i | i | -4.3 | i
Cc1cc(C)nc(-n2nc(C)c3c(C(F)F)cc(C)nc32)n1 | i | i | i | 6.2 | i | i | -8.4 | i | i | 0.2 | i
O=C(Cc1c[nH]c2ccccc12)NCc1ccc2c(c1)OCO2 | i | i | i | 16.6 | i | i | -1.1 | i | i | 14.8 | i
O=C(c1cc2ccccc2c(=O)o1)N1CCCC1 | i | i | i | 10.8 | i | i | -7.8 | i | i | x | x
O=C(O)c1cnn2cc(-c3[nH]ncc3[N+](=O)[O-])cnc12 | i | i | i | -7.0 | i | i | -7.5 | i | i | 0.2 | i
Fc1ccc(C2c3cccn3CCN2C(=S)Nc2cccc(F)c2)cc1 (centres undefined) | -7.53* | i | 9* | -0.4 | i | i | -16.0 | i | i | x | -10.2*
CC(=O)OC1CC(n2ccc(NC(=O)c3ccccc3)nc2=O)OC1CO (centres undefined) | i | i | i | 1.8 | i | i | -5.5 | i | i | 0.9 | i
CCOC(=O)c1c(C)[nH]c(C)c1S(=O)(=O)N(C)CC(=O)Nc1ccccc1OC | i | i | i | 2.0 | i | i | -3.1 | i | i | 0.1 | i
CCOc1cc(C=O)ccc1OCCSc1ccc(Cl)cc1 | i | i | i | 3.1 | i | i | -7.8 | i | i | 2.4 | i
COc1ccc(-n2nc(C(=O)NCc3ccco3)c3ccccc3c2=O)cc1 | i | i | i | 9.7 | i | i | -2.8 | i | i | -23.4 | i
(further entries)
SMILES | KCNK9 block | TRPC4 potent | KCNQ1 inh | Platelet DG rel | TRPC4 agonist | KCNQ1 act | hERG rescue | PolyA inhibitor | TRPC4 block | DYRK1A inh | KCNK3 inh
O=C(Nc1c(Cl)cc(Cl)cc1C(=O)NCC1CCCO1)c1ccco1 (centres undefined) | i | i | i | 3.8 | i | i | -4.4 | i | i | -0.1 | i
Cc1cccc(/C=N/NC(=O)CN2CCCCCCC2)c1 | i | i | i | -0.8 | i | i | -9.9 | i | i | 1.4 | i
NC(=O)c1c(NC(=O)C2c3ccccc3Oc3ccccc32)sc2c1CCCCC2 | i | i | i | -15.8 | i | i | -7.0 | i | i | -3.1 | i
COc1cc(C2C(C#N)=C(N)Oc3cc(C)n(CCN4CCOCC4)c(=O)c32)cc(OC)c1OC (centres undefined) | i | i | i | -15.8 | i | i | -3.6 | i | x | -4.1 | i
N#Cc1ccsc1NC(=O)CN1CCN(S(=O)(=O)c2ccccc2C(F)(F)F)CC1 | i | i | i | -11.7 | i | i | -11.1 | i | i | -4.2 | i
CCOC(=O)c1cc(-c2ccco2)nc2c1c(C)nn2-c1cccc(Cl)c1 | i | i | i | -1.0 | i | i | -15.8 | i | i | -3.6 | i
Cc1cccc(-n2c(=S)[nH]c3nc4c(cc3c2=O)COC(C)(C)C4)c1 | i | i | i | 6.6 | i | i | -0.2 | i | i | x | i
O=C(Nc1ccc([N+](=O)[O-])cc1)/C(=C/c1cccc([N+](=O)[O-])c1)NC(=O)C1CCCCC1 | -6.87* | i | i | 7.0 | i | i | -3.5 | i | i | -5.4 | i
Cc1cccc2cc(CN(CCN(C)C)C(=S)NCc3ccco3)c(=O)[nH]c12 | i | i | i | 10.9 | i | i | -12.5 | i | i | -6.0 | i
O=C(NCCCN1CCN(Cc2ccccc2Cl)CC1)Nc1ccccc1 | i | i | i | 7.4 | i | i | -5.6 | i | i | -1.0 | i
COCCCNC(=S)N1CCN(c2nc(-c3ccccc3)cs2)CC1 | i | i | i | -5.4 | i | i | -2.4 | i | i | -1.1 | i
O=C(CCc1nc2ccccc2s1)OCC(=O)N1CCN(C(=O)c2ccco2)CC1 | i | i | i | -0.5 | i | i | -7.0 | i | i | 0.2 | i
